Mdm2 ligase inh: MDM2-luciferase reporter signal enhancers, primary screen, MDM2 E3 ligase inhibitor project, cell-based, luminescence, 1536-well | 210,000 compounds, 0.11% hits | cell-based MDM2 ubiquitination luciferase reporter, 2 h; 0 = plate control, 100 = twice control, blank-subtracted | E3 ubiquitin-protein ligase Mdm2 (Homo sapiens), Q00987 | signal enhancement, % at 5 µM;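 active means signal enhancement of 30% or more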;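 further: luminescence tracks abundance of the self-degrading MDM2-luciferase fusion protein; higher signal means inhibition of MDM2 E3 ligase activity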
Target sequence (Q00987 whole entry, looked up, the tested form may be a part): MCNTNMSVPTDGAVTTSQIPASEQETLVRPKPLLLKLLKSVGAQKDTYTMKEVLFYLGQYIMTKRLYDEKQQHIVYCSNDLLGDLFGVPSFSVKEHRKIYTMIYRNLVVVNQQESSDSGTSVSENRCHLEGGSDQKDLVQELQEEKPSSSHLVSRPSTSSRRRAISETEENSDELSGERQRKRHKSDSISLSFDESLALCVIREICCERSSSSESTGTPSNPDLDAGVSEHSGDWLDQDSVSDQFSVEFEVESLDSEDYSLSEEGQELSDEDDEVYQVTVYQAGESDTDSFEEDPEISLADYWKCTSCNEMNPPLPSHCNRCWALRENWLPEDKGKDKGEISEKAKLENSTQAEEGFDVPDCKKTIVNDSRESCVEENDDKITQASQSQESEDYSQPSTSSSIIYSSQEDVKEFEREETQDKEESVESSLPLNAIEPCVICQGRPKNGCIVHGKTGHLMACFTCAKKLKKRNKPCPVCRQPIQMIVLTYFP
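Buffer or medium: Cells held in DMEM | Assay system: Stable mammalian line carrying autodegrading MDM2–luciferase fusion reporter | Quantity: 2000 cells/well | Times: 4 h settle plus 2 h compound, 37 °C | Doses: One concentration, 5 µM, with 0.2% DMSO | Technique: Luminescence with SteadyLite reagent, 15 min at room temperature | Benchmarks: Plate controls and plate blanks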
Calpain2 inh: inhibitors of pig calpain II, primary screen, biochemical, fluorogenic peptide substrate, 1536-well; AID 1236, 2008; purified calpain II, 30 min; inhibition, % at 16 µM; 220,000 compounds, 0.37% hits;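 active means inhibition above about 50%, limit read from the data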
eIF4E-4G inh: eIF4E–eIF4G protein interaction inhibitors, primary screen, biochemical, uHTS, TR-FRET, eIF4GI fragment. Eukaryotic translation initiation factor 4E (Mus musculus) + Eukaryotic translation …. TR-FRET eIF4E-eIF4GI(517-606) binding, 2 h. inhibition, % at 21.7 µM. 220,000 compounds, 0.37% hits. AID 782, 2007;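 active means inhibition above about 30%, limit read from the data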;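 further: 0% = full FRET control wells and 100% = background wells lacking eIF4GI fragment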
KCC2 mod: KCC2 cotransporter modulators, thallium flux, primary screen, cell-based, HEK293 KCC2, FluoZin-2 fluorescence, MLSMR; KCC2 cells, thallium flux FluoZin-2 fluorescence; B-score of Tl+ flux slope (higher = more flux/activation; lower = inhibition) at 10 µM; AID 1456, 2008; 190,000 compounds, 2.2% hits;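 active means thallium flux slope and its plate-corrected score both differing from the plate sample mean at a set confidence after two filtering rounds, in either direction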;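 further: slope of fluorescence scaled to starting intensity during 10 to 20 s after thallium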
L929 necroptosis: inhibitors of zVAD-triggered necroptosis, primary screen, L929 cells; L929 zVAD necroptosis rescue, ATP luminescence, 24 h; with zVAD 60 µM; viability rescue, % at 10 µM; 220,000 compounds, 0.38% hits; AID 1377, 2008;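 active means activation, scaled between plate controls, above about 75%, limit read from the data; inactive means activation under that limit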;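 further: 0% = zVAD with DMSO and 100% = DMSO alone without zVAD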
EBV gp42 block: Epstein-Barr virus gp42 inhibitors, primary screen, biochemical, uHTS, fluorescence polarization; Glycoprotein 42 (Epstein-Barr virus (strain AG876)), Q1HVG2; Fluorescence polarization binding assay, mP read-out; inhibition, % (tested at 21.74 µM); 220,000 compounds, 0.42% hits; in the data active means inhibition above about 50%
Target sequence (Q1HVG2 whole entry, looked up): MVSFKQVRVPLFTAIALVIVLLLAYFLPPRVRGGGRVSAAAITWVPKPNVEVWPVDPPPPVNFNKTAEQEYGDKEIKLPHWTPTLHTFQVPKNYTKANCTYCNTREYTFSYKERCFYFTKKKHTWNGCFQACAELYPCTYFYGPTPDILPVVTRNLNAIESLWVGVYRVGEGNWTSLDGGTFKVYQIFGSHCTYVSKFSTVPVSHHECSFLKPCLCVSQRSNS
TNF death inh: inhibitors of TNF-alpha triggered necroptosis, primary screen, cell-based, Jurkat FADD-/-, single concentration; Jurkat FADD-/- TNF necroptosis rescue, ATP luminescence, 24 h; 0 = TNF only, 100 = no-TNF cells; 220,000 compounds, 0.068% hits; activation (protection from cell death), % at 10 µM; AID 463075, 2010;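 active means activation, meaning protection from cell death, of at least 50% relative to plate controls; inactive means activation below 50%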;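 further: necroptosis triggered by 40 ng/mL TNF-alpha added together with compound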
Rad51 HR inh: human RAD51 strand exchange inhibitors, primary screen, biochemical, fluorescence; inhibition, % at 10 µM; 200,000 compounds, 0.085% hits; hRad51 DNA strand exchange, fluorescence dequenching; DNA repair protein RAD51 homolog 1 (Homo sapiens), Q06609;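 active means inhibition above 40% at the single screening dose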;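 further: 0% = DMSO control wells and 100% = blanks with heterologous ssDNA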
Target sequence (Q06609 whole entry, looked up): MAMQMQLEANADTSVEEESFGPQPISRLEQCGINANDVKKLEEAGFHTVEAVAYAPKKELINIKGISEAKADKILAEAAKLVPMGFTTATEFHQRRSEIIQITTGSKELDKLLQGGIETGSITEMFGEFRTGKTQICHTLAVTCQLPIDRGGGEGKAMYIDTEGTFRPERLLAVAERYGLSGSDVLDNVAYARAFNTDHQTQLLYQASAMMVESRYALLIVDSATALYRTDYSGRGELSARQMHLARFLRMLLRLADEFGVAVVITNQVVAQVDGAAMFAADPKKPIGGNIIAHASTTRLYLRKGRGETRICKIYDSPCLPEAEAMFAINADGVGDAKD
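Test system: preformed human Rad51 ssDNA filaments; also added: Donor/quencher-labelled 47-bp dsDNA substrate; doses: 10 µM final, single point; times: 37 °C 15-min filament assembly, 30-min compound preincubation, 15-min exchange; detection: FRET fluorescence dequenching, excitation 485 nm, emission 520 nm; read-out basis: Fluorescence-based percent inhibition, control- and blank-normalised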
PERK inh: block of dimerizer-induced PERK translation repression, primary screen, PERK inhibitor project, CHO PERK-DD cells, SEAP luminescence, HTS; inhibition, % at 5.6 µM; CHO PERK-DD fusion, SEAP luminescence translation reporter; Eukaryotic translation initiation factor 2-alpha kinase 3 (Homo sapiens), Q9NZJ5; 220,000 compounds, 0.17% hits;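 active means inhibition above the mean inhibition of all tested compounds plus 3 SD, set separately per screening campaign, cut at about 2.9% in these data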;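 further: PERK kinase domain activated by AP20187 dimerizer at 100 nM; 0% = DMSO with dimerizer and 100% = rapamycin at 8.4 µM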
An asterisk follows results filed as active; / = no result given; [ ] = remark or other dose.

SMILES | Mdm2 ligase inh | Calpain2 inh | eIF4E-4G inh | KCC2 mod | L929 necroptosis | EBV gp42 block | TNF death inh | Rad51 HR inh | PERK inh
Cc1cc(C)c(S(=O)(=O)/N=C2/C=C(SCC(=O)O)C(=O)c3ccccc32)cc1C | -5.1 | -27.5 | 11.1 | -4.2* | 11.4 | 0.8 | -7.2 | -47.4 | 0.9
CCc1nc2c(sc3nc4c(cc32)COC(C)(C)C4)c(=O)n1Cc1ccccc1 | -25.0 | -19.3 | -0.5 | / | 0.8 | -11.7 | -3.9 | 10.0 | 0.3
CC(=O)Nc1c(O)nc(SCC(=O)Nc2cccc(C)c2)[nH]c1=O | -2.3 | 13.1 | -0.5 | -1.16 | 0.0 | -8.6 | 1.1 | / | 1.0
N/C(=N\OC(=O)C12CC3CC(CC(C3)C1)C2)c1ccccc1 | -6.3 | 9.0 | 2.6[fluorescence artefact?] | / | 0.1 | -18.1 | -4.1 | -3.5 | 1.1
COc1cccc(CC2(CO)CCN(Cc3ccc(NC(C)=O)cc3)CC2)c1 | -10.2 | -0.6 | 1.9 | 1.18 | -0.3 | 0.4 | 1.0 | 2.8 | 0.0
CCN(C(=O)CSc1nc(-c2ccccc2)c(-c2ccccc2)[nH]1)C1CCS(=O)(=O)C1 (centres undefined) | -27.9 | -283.7 | 7.8 | 0.772 | 0.0 | -22.7 | -0.2 | -1.0 | -0.2
Cc1ccc(Nc2nc(N)nc(CN3CCC(C)CC3)n2)c(C)c1 | / | 16.1 | -0.7 | -0.189 | -0.3 | -16.3 | -0.5 | -5.8 | -1.3
COc1ccc(-c2nc(CSCC(=O)N3CCN(C(=O)c4ccco4)CC3)c(C)o2)cc1OC | -17.4 | 5.2 | -2.8 | -0.751 | -0.8 | -17.8 | -0.6 | 0.5 | 1.0
COc1ccc(CNCc2ccco2)cc1OCc1ccccc1 | -4.9 | 10.4 | 0.8 | / | 0.1 | -18.1 | -2.2 | -5.1 | 0.1
C=CCN=C1NN=C(c2cc(C)n(CC=C)c2C)CS1 | -78.4 | -33.0 | -10.5[fluorescence artefact?] | -0.0796 | 0.7 | 5.7 | 0.4 | -1.1 | 0.2
CC(NC(=O)CN(C)Cc1cccs1)c1ccccc1 (centres undefined) | -8.8 | -18.8 | 3.0 | -1.82 | -0.8 | -6.4 | 7.0 | / | 0.3
Cn1c(=O)oc2cc(S(=O)(=O)NC(Cc3ccccc3)C(=O)N3CCCCC3)ccc21 (centres undefined) | 4.0 | -33.6 | -1.4 | / | -1.0 | -0.7 | -0.2 | -6.4 | -0.8
CCCCCCCc1c(O)nc(SCCN(C)C)[nH]c1=O | -13.2 | 17.2 | 12.5 | 1.34 | -1.1 | -12.8 | -2.6 | / | 1.3
CC(C)(C)n1nnnc1C(c1cccs1)N1CCN(C(=O)c2ccco2)CC1 (centres undefined) | 5.5 | -30.6 | -0.1[fluorescence artefact?] | -0.0612 | -0.4 | -9.2 | -0.3 | 0.6 | -0.9
COC(=O)CNC(c1ccccc1)c1cc(Br)ccc1NC(=O)CNC(=O)OCc1ccccc1 (centres undefined) | -2.4 | 25.4 | 0.6 | -1.79 | 0.3 | 11.2 | 0.1 | / | -1.1
O=C(OCc1nc2ccccc2s1)C1CCN(C2=NS(=O)(=O)c3ccccc32)CC1 | -12.2 | 9.9 | -13.6 | -0.337 | 0.0 | -29.6 | -5.7 | 2.9 | 0.8
COc1ccc(-n2nc(C(C)=O)c(=O)[nH]c2=O)cc1 | -12.9 | -7.7 | 4.2 | / | 1.0 | 4.9 | 2.0 | -16.1 | 1.3
CC(=O)c1cc(C#N)c(Oc2ccccc2)nc1C | / | / | / | 0.152 | -0.1 | / | -1.2 | -3.1 | 0.8
CCOC(=O)N1CCN(CC(=O)N2c3ccccc3CC2C)CC1 (centres undefined) | -4.0 | -23.8 | 1.8 | / | -0.4 | 0.9 | 0.4 | 0.3 | -0.3
CCOC(=O)NC(=O)CSc1nnnn1-c1ccccc1 | -6.5 | -6.3 | -5.1 | 0.875 | 0.1 | -20.6 | -1.2 | -11.1 | -1.3

Marked active in KCC2 mod, of those listed so far:
molecule	Mdm2 ligase inh	Calpain2 inh	eIF4E-4G inh	KCC2 mod	EBV gp42 block	PERK inh
Cc1cc(C)c(S(=O)(=O)/N=C2/C=C(SCC(=O)O)C(=O)c3ccccc32)cc1C	-5.1	-27.5	11.1	-4.2*	0.8	0.9

Next section
SMILES | Mdm2 ligase inh | Calpain2 inh | eIF4E-4G inh | KCC2 mod | L929 necroptosis | EBV gp42 block | TNF death inh | Rad51 HR inh | PERK inh
CC(OC(=O)c1ccc(NS(=O)(=O)c2ccc3[nH]c(=O)[nH]c3c2)cc1)C(=O)Nc1cccc(Cl)c1Cl (centres undefined) | / | -78.6 | -2.1 | / | -0.2 | -22.2 | 6.3 | 1.2 | 1.3
O=C(Nc1ccc(Cl)cc1C(F)(F)F)C(Sc1cccc[n+]1[O-])c1ccccc1 (centres undefined) | -9.8 | 1.4 | -0.4 | 0.1 | -0.7 | -6.1 | -0.7 | 15.8 | 0.9
COc1ccccc1N(CC(=O)N/N=C(\C)c1cccc(Br)c1)S(C)(=O)=O | 11.2 | -4.3 | -0.6 | -0.214 | 0.1 | -5.5 | 0.0 | / | -0.5
CC(=O)c1ccc(N2CCN(C(=O)CCCn3c(=O)[nH]c4ccc(Br)cc4c3=O)CC2)cc1 | 1.9 | 33.2 | -1.9 | -0.838 | -1.2 | 1.4 | -6.9 | 18.2 | 0.1
COC(=O)c1cccc([N+](=O)[O-])c1CN1CCCC(C(N)=O)C1 (centres undefined) | -7.4 | -8.5 | -1.9 | 0.00622 | 1.4 | -9.2 | 0.6 | 10.5 | -0.6
COC(=O)c1ccc(NC(=S)NC(=O)c2cc(-c3ccccc3)nc3ccccc23)cc1 | -6.4 | -48.2 | 2.4 | 6* | 0.5 | -18.7 | -3.6 | / | -0.2
Cc1cnc(SCc2ccc(Cl)cc2Cl)[nH]c1=O | / | -3.6 | 0.4 | 1.9 | 0.9 | 3.3 | 0.2 | 2.7 | 0.0
O=C(NC1CCCCC1)c1ccccc1C(F)(F)F | -7.2 | -26.2 | 1.6 | -1.15 | 1.1 | 2.2 | 0.6 | 1.8 | -0.1
CCOC(=O)c1sc(NC(=O)c2cc(-c3ccccc3)nc3ccccc23)c(C#N)c1C | -6.1 | -71.4 | 19.3 | / | 1.9 | -45.0 | -14.0 | -0.4 | 1.4
CC(C)(C)C1=C(C#N)C(c2ccncc2)C(C#N)=C(N)O1 (centres undefined) | 4.6 | -3.5 | 17.5 | 0.107 | -0.2 | -17.7 | -0.6 | -6.0 | 0.7
O=C(c1cc2ccccc2oc1=O)N(Cc1ccccc1)CC1CCCO1 (centres undefined) | 0.5 | -17.2 | 5.8 | 1.02 | -0.5 | -14.9 | 0.5 | 5.2 | -0.7
Cc1cccc(/C=C2/SC(=O)N(Cc3ccccc3)C2=O)n1 | 1.2 | -12.1 | 2.2 | 0.928 | -1.5 | -13.9 | 0.5 | 0.8 | 0.1
CCN(CC)S(=O)(=O)c1ccc2oc(C(=O)N3CCc4ccccc4C3)c(C)c2c1 | -0.8 | 4.5 | 12.6 | -1.77 | 1.1 | -1.0 | 4.0 | 8.0 | -0.5
Cc1cc(C)c2sc(N)nc2c1 | 24.4 | -29.9 | 1.9 | 0.363 | 50.6 | -24.7 | 0.1 | 0.7 | 0.5
CCO[C@H]1OC(C(=O)NCc2ccccc2)=C[C@@H](c2ccc(C(F)(F)F)cc2)[C@@H]1CCCO | / | 15.3 | 1.4 | -0.0348 | 5.0 | -2.0 | 0.9 | 2.5 | -0.1
Cc1ccc(-n2c(=S)[nH]c3sc4c(c3c2=O)CCC4)cc1 | -3.6 | -15.4 | 0.0 | / | -0.4 | -3.0 | -0.9 | -16.6 | 0.1
Cc1ccc(C)c2[nH]c(=O)c(C(c3nnnn3C(C)(C)C)N3CC=C(c4ccc(F)cc4)CC3)cc12 (centres undefined) | -8.0 | -44.5 | 13.0 | 0.557 | 0.2 | -8.7 | 3.7 | 5.6 | -0.4
CC(C)CC1=NN(C(=O)c2ccncc2)C(O)(C(F)(F)F)C1 (centres undefined) | -12.6 | 12.6 | 2.2 | 0.441 | 0.7 | 6.2 | 0.7 | 21.7 | 1.4
O=C(Cn1cnc2c(cnn2-c2ccccc2)c1=O)NCc1ccccc1 | -0.9 | -11.8 | -7.0 | -0.379 | 0.2 | -19.6 | -6.5 | -4.8 | 2.8
Cc1cc2ccccc2n1CCNC(=O)c1ccc(S(=O)(=O)N2CCCCC2)cc1 | -5.4 | -38.8 | -2.0[fluorescence artefact?] | -0.879 | 1.1 | 9.9 | 0.7 | 2.5 | -0.5
S=c1[nH]nc(-c2ccncc2)n1/N=C/c1cccc2ccccc12 | 8.9 | -3.2 | -4.8 | 0.918 | 5.4 | -5.7 | 3.8 | 8.7 | 2.0
CCCN1CNC(=S)N(c2ccccc2C)C1 | -5.4 | -31.0 | 1.2 | 0.519 | 2.0 | -3.4 | -0.7 | -44.8 | 1.3
COc1ccc(/C(N)=N/O)c(OC)c1 | -10.3 | 12.3 | -1.4 | 0.828 | 1.3 | -0.4 | -0.2 | 5.0 | 0.6
O=C(NC(CC(=O)N1CCN(c2ccc([N+](=O)[O-])cc2)CC1)c1ccccc1)c1ccccc1Cl (centres undefined) | -1.2 | -32.9 | -1.4 | -0.541 | -0.1 | -47.8 | 0.5 | 3.3 | 0.9
CSc1sc(C(=O)NN)c2c1C1(CCC2)SCCS1 | -17.9 | 11.9 | -3.2 | -2.8 | 4.0 | -18.8 | 0.3 | 6.2 | 0.7
O=C(CCc1ccccc1)Nc1cccc([N+](=O)[O-])c1 | -11.3 | 11.1 | 0.2 | -1.89 | 0.2 | 8.2 | 2.4 | 10.9 | 0.9
Cc1ccc(NC(=O)CSC2=NN3CCCC(=O)N=C3S2)c(C)c1 | -4.2 | 9.9 | 2.1 | 0.0102 | -0.7 | -10.6 | 0.5 | / | -0.2
c1ccc2[nH]c(SN3CCOCC3)nc2c1 | -7.6 | 13.8 | 43.6*[fluorescence artefact?] | / | 0.3 | -81.2 | -0.8 | -0.2 | 0.9
Cc1c(C(=O)COC(C)(C)C)[nH]c2ccccc12 | -15.1 | 10.5 | -0.7[fluorescence artefact?] | -0.878 | 0.8 | -10.4 | 0.7 | 2.8 | 0.8
COc1cccc(-n2c(CN3CCN(Cc4ccccc4)CC3)nc3ccc([N+](=O)[O-])cc3c2=O)c1 | -5.4 | -4.0 | 20.5 | -0.0264 | -0.7 | 0.4 | 1.0 | 9.1 | -0.5

From PubChem
